Bioassay records as filed in PubChem.
AHR act: AHR activators, primary screen, cell-based, luminescence, luciferase reporter, human. Aryl hydrocarbon receptor (Homo sapiens), P35869. AHR-responsive luciferase reporter cells. activation, % at 5 µM. 320,000 tested, 2.5% active; in the data active = activation above about 47%;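 note: 0% = vehicle wells and 100% = reference agonist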
pPAFAH inh: pPAFAH enzyme inhibitors, primary screen, biochemical, fluorescence polarization, human. recombinant pPAFAH, FP-rhodamine probe fluorescence polarization. 330,000 tested, 1.5% active. inhibition, % at 3.39 µM. Platelet-activating factor acetylhydrolase (Homo sapiens), Q13093;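 active = inhibition above the mean inhibition across the screen plus 3 SD, cut at about 25% in these data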;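 note: inhibitors block binding of the rhodamine activity-based probe so polarization drops; 0% = enzyme with DMSO and 100% = wells lacking pPAFAH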
Target sequence (Q13093 whole entry, looked up): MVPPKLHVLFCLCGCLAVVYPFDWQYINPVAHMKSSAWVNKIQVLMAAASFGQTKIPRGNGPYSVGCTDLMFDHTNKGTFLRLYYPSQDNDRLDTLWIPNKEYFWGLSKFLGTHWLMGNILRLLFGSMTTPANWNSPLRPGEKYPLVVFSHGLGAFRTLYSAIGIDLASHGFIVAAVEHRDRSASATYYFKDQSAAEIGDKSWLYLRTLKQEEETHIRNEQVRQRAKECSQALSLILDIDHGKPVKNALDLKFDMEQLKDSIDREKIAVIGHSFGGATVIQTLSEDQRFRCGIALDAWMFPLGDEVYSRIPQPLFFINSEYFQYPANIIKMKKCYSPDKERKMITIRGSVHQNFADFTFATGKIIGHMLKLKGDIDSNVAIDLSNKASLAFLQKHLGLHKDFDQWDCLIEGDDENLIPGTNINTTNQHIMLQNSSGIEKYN
PAFAH1B2 FP inh: PAFAH1B2 enzyme inhibitors, primary screen, biochemical, fluorescence polarization, human; AID 492953, 2010; 340,000 tested, 1.2% active; recombinant PAFAH1B2, FP-rhodamine activity probe; Platelet-activating factor acetylhydrolase IB subunit alpha2 (Homo sapiens), P68402; inhibition, % at 3.39 µM;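 active = inhibition above the mean of all tested compounds plus 3 SD, cut at about 24% in these data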;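 note: 0% = enzyme with DMSO and 100% = wells lacking PAFAH1B2; many of its hits are not listed in these tables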
MCL1 BIM primary: inhibitors of MCL1 binding to BIM-BH3, primary screen, biochemical, fluorescence polarization | inhibition, % at 10.9 µM | AID 2057, 2009 | 320,000 tested, 0.68% active | GST-MCL1 / FITC-Bim-BH3 fluorescence polarization | Induced myeloid leukemia cell differentiation protein Mcl-1 (Homo sapiens), Q07820;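 active = inhibition above the mean inhibition of all tested compounds plus 3 SD, set per campaign, cut at about 40% in these data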;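 note: 0% = DMSO wells and 100% = unlabeled Bim-BH3 peptide control; higher means more loss of mP so more displacement of Bim peptide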
Fam108B counter: mouse Fam108B serine hydrolase inhibitors, primary screen, counter-screen for RBBP9 inhibitor project, biochemical, fluorescence polarization; recombinant Fam108B, FP-Rh probe fluorescence polarization; inhibition, % at 9.51 µM; 300,000 tested, 0.33% active;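 active = inhibition above the screen mean inhibition plus 3 SD, computed separately per campaign, cut at about 18% in these data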;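 note: inhibitors lower polarization as less probe binds the enzyme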
GLD-1 RNA inh: GLD-1/TGE RNA complex disruptors, primary screen, biochemical, fluorescence polarization; 320,000 tested, 0.44% active; AID 2280, 2010; purified GLD-1 + fluorescein TGE RNA; inhibition, % at 5.96 µM; Female germline-specific tumor suppressor gld-1 (Caenorhabditis elegans), Q17339;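 active = percent inhibition above a per-plate cutoff, the plate mean of test compounds plus 3 SD, cut at about 30% in these data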;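 note: 0% = DMSO wells with GLD-1 and probe and 100% = wells lacking GLD-1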
Target sequence (Q17339 whole entry, looked up): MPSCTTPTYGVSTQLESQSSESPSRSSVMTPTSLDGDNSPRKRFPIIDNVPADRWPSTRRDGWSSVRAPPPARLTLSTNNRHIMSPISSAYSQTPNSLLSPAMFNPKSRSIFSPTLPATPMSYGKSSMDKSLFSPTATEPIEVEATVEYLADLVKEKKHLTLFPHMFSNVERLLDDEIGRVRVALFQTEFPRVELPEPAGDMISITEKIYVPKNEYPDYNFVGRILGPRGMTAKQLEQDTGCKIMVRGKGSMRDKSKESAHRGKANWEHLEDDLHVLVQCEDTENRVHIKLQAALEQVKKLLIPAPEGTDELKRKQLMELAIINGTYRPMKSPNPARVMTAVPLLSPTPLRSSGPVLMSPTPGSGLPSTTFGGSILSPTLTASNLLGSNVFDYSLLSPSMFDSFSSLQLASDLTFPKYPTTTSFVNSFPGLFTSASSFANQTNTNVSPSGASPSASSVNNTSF
Bcl-xL primary: inhibitors of human Bcl-xL, primary screen, biochemical, fluorescence polarization, HTS; 320,000 tested, 0.7% active; GST-Bcl-xL / FITC-Bim BH3 peptide fluorescence polarization; Bcl-2-like protein 1 (Homo sapiens), Q07817; inhibition, % at 10.9 µM;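 active = inhibition above the mean of all tested compounds plus 3 SD, cutoff set per campaign, cut at about 30% in these data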;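 note: 0% = DMSO wells and 100% = unlabeled Bim-BH3 peptide competitor; inhibitors lower millipolarization by displacing the labeled peptide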
PME-1 primary: PME-1 inhibitors via competitive probe labeling, primary screen, biochemical, fluorescence polarization, FP-Rh probe, HTS; Protein phosphatase methylesterase 1 (Homo sapiens), Q9Y570; recombinant PME-1; inhibition, % at 5.9 µM; 320,000 tested, 0.53% active; AID 2130, 2009;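 active = inhibition above the campaign mean of all compounds plus 3 SD, cut at about 26% in these data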;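 note: competitive labeling of PME-1 active site by serine hydrolase directed probe; 0% = PME-1 with DMSO and 100% = wells lacking PME-1 enzyme; inhibitors block probe labeling so polarization falls and inhibition rises; many of its hits are not listed in these tables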
MEX-5 binding: MEX-5 zinc finger RNA-binding disruptors – biochemical, C. elegans, fluorescence polarization, MLPCN library, primary screen. AID 1832, 2009. 300,000 tested, 0.38% active. Zinc finger protein mex-5 (Caenorhabditis elegans), Q9XUB2. activity score (negative = inhibition of binding), % at 10 µM. MEX-5/FITC-TCR2 RNA binding; stronger effect = lower value;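 active = inhibition past about -25% in most replicates, and total fluorescence under double the plate's negative control median, limit read from the data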;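 note: 0% = DMSO and -100% = 5 µM competing unlabeled TCR2 RNA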
* = called active by the depositor; . = not tested or not shown. A portion of the library; count on the stated rates, not on these rows.

SMILES	AHR act	pPAFAH inh	PAFAH1B2 FP inh	MCL1 BIM primary	Fam108B counter	GLD-1 RNA inh	Bcl-xL primary	PME-1 primary	MEX-5 binding
Cc1ccnc(N/C=C(\C#N)c2nc(-c3cccc(Br)c3)cs2)c1	18	7	2	-19	5	-58	12	4	-8.0
COc1ccccc1CNC(=O)CCNS(=O)(=O)/C=C/c1ccc(C)cc1	0	5	7	.	.	-3	.	.	.
CC1CN(C(=O)c2cccs2)CCN1C(=O)c1cccs1 (stereo unspecified)	-2	1	4	2	-3	0	7	-2	1.9
O=C(/C=C/c1ccc(N2CCC(c3ccccc3)=N2)cc1)c1ccccc1	6	-18	.	-50	-33	-84	34*	-41	5.5
CC(C)N(C(=O)COC(=O)[C@H](C)NC(N)=O)c1ccccc1	0	-2	3	6	2	-1	3	3	-1.0
O=C(NC(Cc1ccccc1)C(=O)N1CCCC1C(=O)O)c1ccccc1 (stereo unspecified)	1	2	4	0	-5	7	6	2	-0.9
CCN(CC)CCNC(=O)Cn1cnc2sc(C)c(S(=O)(=O)N3CC(C)CC(C)C3)c2c1=O (stereo unspecified)	-2	6	1	5	0	6	2	0	0.1
c1ccc2c(OCCCN3CCCCCC3)cccc2c1	-1	0	4	9	-3	0	2	-3	-4.7
Cc1ccc(C)n1-c1cccc(C(=O)O)c1	0	63*	.	71*	35*	14	26	-27	-93*
Cn1cc(CN2CCN(c3cnccn3)CC2)c(-c2cccc(Cl)c2)n1	7	-1	-1	2	3	5	7	0	-1.9
Cn1c(=O)n(CCc2ccccc2)c(=O)c2c1nc1n2CCCN1c1ccccc1	13	4	-1	0	-1	8	3	2	2.3
C=CCc1cc(Cl)ccc1OCCCNC(C)CC (stereo unspecified)	-2	0	-5	3	-2	-4	2	0	-1.4
Cc1ccc(S(=O)(=O)/C(C#N)=C/c2c(N3CCC(C(N)=O)CC3)nc3c(C)cccn3c2=O)cc1	0	2	5	-1	-1	-2	5	3	1.2
CCS(=O)(=O)N1Cc2ccccc2CC1C(=O)NCCc1c[nH]c2ccccc12 (stereo unspecified)	16	19	4	-7	1	-7	-4	2	-0.7
Cc1cc(C)cc(N=C2SC(CC(=O)Nc3ccccc3)C(=O)N2CCN2CCOCC2)c1 (stereo unspecified)	7	-1	3	-3	0	-1	5	1	-1.5
O=C(Cn1c(NCCCO)nc2ccccc21)c1ccc(Cl)cc1	5	0	7	4	-3	-9	1	5	-0.9
COc1cc([C@@H]2c3cc4c(cc3[C@H](O)[C@H]3COC(=O)[C@H]23)OCO4)cc(OC)c1OC	10	7	-5	-5	0	1	0	1	-3.9
CC(=O)NCCNc1nc2c(-c3ccccc3)nnn2c2ccccc12	88*	1	3	-2	4	-2	11	2	0.7
COc1ccc(N2CCN(CCC(O)c3ccc4ccccc4c3)CC2)cc1 (stereo unspecified)	3	1	10	-3	3	2	-3	-9	-0.4
O=C(Nc1nnc(-c2ccc(F)cc2)s1)Nc1ccccc1F	-1	3	.	2	3	7	4	-24	1.6
COc1ccc(NC(=O)C23CC4CC(CC(Cl)(C4)C2)C3)cc1S(=O)(=O)N1CCOCC1	-1	7	27*	.	.	-7	.	.	.
CCCCn1c(-c2cccc(F)c2)nc2c1c(=O)[nH]c(=O)n2CC(C)C	3	-3	3	-9	1	9	-2	1	2.7
Cc1oc(-c2ccccc2)cc1C(=O)NC1CCN(Cc2ccccc2)CC1	0	5	.	14	1	-4	5	2	-0.7
COc1ccccc1NS(=O)(=O)c1cc2c3c(c1)CC(=O)N3CCC2	0	9	5	1	0	-4	3	8	3.4
Cc1ccc(S(=O)(=O)NCc2ccc(C(=O)NC3CC3)cc2)cc1	0	-3	2	4	3	2	4	-3	-1.7
O=C(Nc1nc2cc3c(cc2s1)OCCO3)c1ccncc1	7	3	2	5	3	-2	3	-6	.
N#C/C(=C\c1c(N2CCOCC2)nc2ccccn2c1=O)C(=O)NC1CCS(=O)(=O)C1 (stereo unspecified)	0	-3	.	6	-2	7	1	-3	-1.5
CC(C)CCNC(=O)C(=O)NCCC1=CCCCC1	2	2	6	3	1	6	1	3	-2.1
CCN1C(=C2C(=O)c3ccccc3C2=O)C=Cc2ccccc21	7	3	-1	-11	4	7	3	-1	-1.6
Cc1ccc(S(=O)(=O)Nc2ccc(C(=O)N3CCCC3)cc2)c(C)c1NS(C)(=O)=O	-1	3	-1	-6	-2	2	3	-4	0.9
O=C(c1cc(-c2ccccn2)nc2ccc(Br)cc12)N1CCN(S(=O)(=O)c2ccccc2)CC1	5	3	9	15	0	-1	3	-2	-0.9
COc1ccc(NC(=S)NC2CCCCC2)c(OC)c1	3	2	4	14	9	4	11	0	0.4
COc1ccc(C(=O)Nc2cc(Cl)ccc2-n2cncn2)c(OC)c1OC	31	-2	-5	-10	.	-1	-3	1	.
Cc1c(C(=O)O)oc2ccc(S(=O)(=O)N3CCCC3)cc12	-2	2	1	2	2	0	5	-7	-0.3
Cc1n[nH]c(C)c1S(=O)(=O)N1CCC(C(=O)O)CC1	2	-3	1	8	-2	2	10	1	0.6
COc1ccc(NC(=O)CN(C)CC(=O)N(C)C2(C#N)CCC(C)CC2)cc1 (stereo unspecified)	3	-5	-3	-15	.	0	-7	-5	.
CCOC(=O)c1c(C)[nH]c(C(=O)OC)c1CCC(=O)OC	1	8	4	16	-3	4	9	1	-0.7
Cc1cc(C(F)F)n2nc(C(=O)Nc3cccnc3Cl)nc2n1	1	4	-1	2	-4	5	0	4	0.0
Cc1ccc(-n2cc(CN3CCC(O)(c4ccccn4)CC3)c(-c3ccc(F)cc3)n2)cc1	1	8	0	6	-2	8	5	4	-1.2
CC(C)Cc1cc(C(=O)NCc2cccs2)no1	4	4	6	-8	2	5	1	2	-0.1
Cc1ccc(C(=O)c2coc3cc([N+](=O)[O-])c(O)c([N+](=O)[O-])c23)cc1	10	20	7	16	12	-2	14	14	-2.9
COc1ccccc1C(=O)N(Cc1ccc(C)o1)C1CCS(=O)(=O)C1 (stereo unspecified)	-2	1	5	-1	1	-1	4	0	1.7
COc1ccc(NC(=O)CCn2cccc2)cc1	2	-2	1	7	-5	-3	6	-3	1.9
CCN(CC)c1ccc(/C=N/n2nnnc2N)c(O)c1	13	7	5	2	0	-5	0	5	0.8
O=[N+]([O-])c1ccc(N2CCOCC2)cc1NC(c1ccccc1)c1ccccc1	8	3	3	0	-2	-5	5	-5	-1.4
COc1ccc(OC)c(NC(=O)Cc2c(C(=O)O)n(C)c3ccccc23)c1	5	5	3	1	2	3	8	1	-1.2
CO/N=C/NC(=O)Cc1cn(-c2ncc(C(F)(F)F)cc2Cl)c2ccccc12	4	2	-1	3	-2	0	5	-1	-1.5
CCOC(=O)[C@H]1[C@H]2COc3ccccc3[C@@H]2N2C(=O)c3cc(F)c(F)cc3NC(=O)[C@@]12C	2	-9	-2	-7	0	-5	-3	0	.
CCNc1nc(NC(C)(C)C)nc(N2CCCCC2)n1	7	0	2	2	5	6	8	1	0.3
COc1cc(C(=O)OCC(=O)NC(=O)NCc2ccccc2)ccc1OC(F)F	0	7	2	2	.	2	5	1	.
Cc1noc(/C=C/c2cccnc2)c1[N+](=O)[O-]	0	1	-5	1	3	-10	3	4	-3.6
Cc1nnc(NC(=O)C2CCN(S(=O)(=O)c3cc([N+](=O)[O-])ccc3Cl)CC2)o1	3	7	-6	5	.	1	0	4	.
CC(C)Cn1c(=O)c2c(nc3n2CCS3)n(C)c1=O	2	-1	-1	-3	8	-2	-4	-4	0.3
COc1cccc(C(=O)Nc2cccc3ccccc23)c1OC	117*	1	7	5	0	15	0	-2	0.8
CCOc1cc(Br)c(C(=O)O)cc1OCC	0	6	-4	3	0	2	1	0	-0.8
Cc1ccc(NC(=O)CSc2nccn2C)cc1S(=O)(=O)N1CCOCC1	-1	3	-2	3	3	-2	-2	-3	2.3
COc1cccc(C(=O)Nc2cccc(C(C)=O)c2)c1	35	-2	6	-9	-1	-2	2	2	1.0
Clc1nc(Cl)nc(NCCC2=CCCCC2)n1	0	1	17	0	3	7	4	-3	-1.5
Cc1ccc(S(=O)(=O)N2CCC(C(=O)Nc3ccccc3N3CCCC3)CC2)cc1C	5	0	-1	4	-2	0	7	7	-0.3
CCN(CC)CCCNc1oc(/C=C/c2ccccc2)nc1C#N	5	-2	.	-4	0	1	-4	6	0.6
The listing continues.
SMILES	AHR act	pPAFAH inh	PAFAH1B2 FP inh	MCL1 BIM primary	Fam108B counter	GLD-1 RNA inh	Bcl-xL primary	PME-1 primary	MEX-5 binding
CC(=O)Oc1ccc(-c2csc(Nc3cccc(C)n3)n2)cc1	14	12	9	-2	6	-12	2	10	-1.1
CC(=O)N1CC2(C)CN(C(C)=O)CC(C)(C1)C2O (stereo unspecified)	2	-2	2	4	-2	7	1	-6	-1.9
Oc1c(C(c2cccs2)N2CCN(c3cccc(Cl)c3)CC2)sc2ncnn12 (stereo unspecified)	3	-6	-2	0	-1	-1	-2	-4	-1.0
Cc1ccccc1C(=O)O/N=C(\N)c1ccncc1	2	-1	4	11	3	2	12	8	-0.3
CC(CC(=O)Nc1cc(C(F)(F)F)ccc1Cl)c1ccccc1 (stereo unspecified)	-1	5	5	2	-8	-2	3	2	-1.0
CN(C)CCN(C(=O)/C=C/c1cccs1)c1nc2c(F)cc(F)cc2s1	66*	2	0	-57	-3	-11	-6	5	.
CC1=NN(C(=O)c2csc(C)c2)C(O)(C(F)(F)F)C1 (stereo unspecified)	5	-2	-1	10	1	7	10	-3	-1.1
CCCNC(=O)CSc1nc(COc2ccccc2)nc2ccccc12	2	10	-1	14	2	3	-5	5	-0.8
O=C1NCCN(Cc2cccc(Oc3ccccc3)c2)C1CC(=O)N1CCCCC1 (stereo unspecified)	-2	0	9	25	-2	15	20	5	6.2
O=C(Nn1c(-c2ccccc2)nc2ccccc2c1=O)c1ccco1	58*	5	2	-3	2	6	-3	2	0.6
CCOc1ccc(NC(=O)Cn2nnc(C(=O)NCCc3ccc(OC)c(OC)c3)c2N)cc1	6	-13	7	5	-2	-9	3	-10	-0.8
C[N+](C)(C)CCN1C(=O)CSC1=O	-1	6	4	-18	-2	2	-10	2	1.6
CCOC(=O)c1ccc(CC(=O)c2oc3cc(O)ccc3c2C)o1	2	-1	2	3	1	17	10	-4	-3.4
Cc1cc([N+](=O)[O-])nn1CC(=O)N/N=C/c1ccc(O)cc1O	1	0	3	8	1	1	8	-4	0.2
CCc1nnc(NC(=O)C2CCCN2S(=O)(=O)c2ccc(F)cc2)s1 (stereo unspecified)	8	-1	5	12	2	1	7	-7	2.5
O=C1CCCc2oc3c(c21)CCCC3	0	5	-7	8	3	-1	5	5	-1.5
COC(=O)C1=C(C)N=C2SC(C)C(=O)N2C1c1cccc(F)c1 (stereo unspecified)	1	2	-4	6	-6	4	1	-8	1.4
